ZTA DNA inh: ZTA (EBV) inhibition in EBNA-1 counter-screen | P03206 | ZTA-DNA binding, fluorescence polarization | inhibition, % at 11 µM | 320,000 tested, 0.15% active | AID 2234; in the data active = inhibition above about 33%
PAFAH1B2 inh: blocks human PAF acetylhydrolase 1b catalytic subunit 2; 340,000 tested, 1.2% active; inhibition, % at 3.39 µM; recombinant PAFAH1B2, FP-rhodamine activity probe, fluorescence polarization; AID 492953;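 active = inhibition above the mean of all tested compounds plus 3 SD, cut at about 24% in these data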;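 also: 0% = enzyme with DMSO and 100% = wells lacking PAFAH1B2; many of its hits are not listed in these tables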
Target sequence (P68402 whole entry, looked up): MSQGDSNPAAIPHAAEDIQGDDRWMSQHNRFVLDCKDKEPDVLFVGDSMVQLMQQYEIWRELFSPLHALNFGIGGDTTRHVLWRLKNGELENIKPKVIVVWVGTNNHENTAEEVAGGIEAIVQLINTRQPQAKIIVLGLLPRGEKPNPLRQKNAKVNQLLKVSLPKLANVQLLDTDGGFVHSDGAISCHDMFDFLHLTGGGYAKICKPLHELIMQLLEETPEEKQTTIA
PAFAH2 inh: PAFAH2 (human) inhibition. 340,000 tested, 0.99% active. recombinant PAFAH2, FP-rhodamine activity probe, fluorescence polarization. inhibition, % at 3.39 µM;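 active = inhibition above the mean over all tested compounds plus 3 SD, cut at about 30% in these data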;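 also: inhibitors block probe labeling of enzyme so polarization drops; 0% = enzyme with DMSO and 100% = wells lacking PAFAH2 protein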
EBNA-1 inh: blocks EBNA-1 binding to DNA. 300,000 tested, 0.34% active. AID 1950. EBNA-1 DNA binding, fluorescence polarization. inhibition, % at 14.8 µM; in the data active = inhibition above about 28%
PREPL inhibitor: human PREPL enzyme inhibition; Q4J6C6; recombinant PREPL, fluorescence polarization activity-based probe; inhibition, % at 5.96 µM; 320,000 tested, 0.68% active; AID 2751; in the data active = inhibition above about 43%;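 also: 0% = enzyme with DMSO and 100% = wells lacking enzyme; many of its hits are not listed in these tables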
LYPLA2 inh: counter-screen for PME1 inhibitors: inhibitors of human LYPLA2; O95372; recombinant LYPLA2, FP-Rh probe fluorescence polarization; inhibition, % at 5.9 µM; 320,000 tested, 0.38% active;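 active = inhibition above the screen-wide mean plus 3 SD, limit set per campaign, cut at about 26% in these data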;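 also: 0% = LYPLA2 with DMSO and 100% = wells lacking LYPLA2 enzyme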
Target sequence (O95372 whole entry, looked up): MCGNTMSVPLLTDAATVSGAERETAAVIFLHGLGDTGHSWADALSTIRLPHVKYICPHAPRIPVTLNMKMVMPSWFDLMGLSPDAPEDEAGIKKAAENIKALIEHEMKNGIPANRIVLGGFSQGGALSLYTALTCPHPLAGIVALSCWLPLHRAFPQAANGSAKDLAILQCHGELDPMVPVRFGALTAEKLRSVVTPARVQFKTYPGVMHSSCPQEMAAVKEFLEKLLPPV
pPAFAH FP inh: inhibitors of human plasma PAF acetylhydrolase (pPAFAH) | inhibition, % at 3.39 µM | recombinant pPAFAH, FP-rhodamine probe fluorescence polarization | 330,000 tested, 1.5% active | AID 463082;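 active = inhibition above the mean inhibition across the screen plus 3 SD, cut at about 25% in these data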;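 also: inhibitors block binding of the rhodamine activity-based probe so polarization drops; 0% = enzyme with DMSO and 100% = wells lacking pPAFAH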
PAFAH1B3 FP inh: blocks human PAF acetylhydrolase 1B catalytic subunit 3. Q15102. recombinant PAFAH1B3, FP-rhodamine probe, fluorescence polarization. inhibition, % at 3.39 µM. 340,000 tested, 0.28% active. AID 492972;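 active = inhibition above the screen-wide average of all tested compounds plus 3 SD, cut at about 25% in these data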;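 also: 0% = enzyme with DMSO only and 100% = wells lacking PAFAH1B3 protein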
Target sequence (Q15102 whole entry, looked up): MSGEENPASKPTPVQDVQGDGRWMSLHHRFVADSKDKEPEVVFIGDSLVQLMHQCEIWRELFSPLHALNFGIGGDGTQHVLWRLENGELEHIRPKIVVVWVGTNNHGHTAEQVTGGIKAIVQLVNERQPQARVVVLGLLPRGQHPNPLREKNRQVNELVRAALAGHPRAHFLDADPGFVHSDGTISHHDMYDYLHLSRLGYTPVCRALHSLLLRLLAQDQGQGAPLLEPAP
LYPLA1 inh: counter-screen for PME1 inhibitors: inhibitors of human LYPLA1; O75608; recombinant LYPLA1, FP-Rh probe fluorescence polarization; inhibition, % at 5.9 µM; 320,000 tested, 0.16% active;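 active = inhibition above the mean of all tested compounds plus 3 SD, set per campaign, cut at about 14% in these data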;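 also: inhibitors block serine hydrolase probe labeling of LYPLA1 so polarization falls; 0% = enzyme with DMSO and 100% = wells lacking LYPLA1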
Target sequence (O75608 whole entry, looked up): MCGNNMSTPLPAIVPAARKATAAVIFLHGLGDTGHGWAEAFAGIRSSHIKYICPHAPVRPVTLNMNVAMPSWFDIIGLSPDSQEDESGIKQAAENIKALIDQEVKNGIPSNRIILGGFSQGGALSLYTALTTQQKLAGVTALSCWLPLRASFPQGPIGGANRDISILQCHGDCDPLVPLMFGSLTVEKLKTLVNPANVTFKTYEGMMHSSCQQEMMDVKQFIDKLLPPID
Active calls of the source: *.

Screening O=C1N[C@@H](Cc2cn(S(=O)(=O)c3c(F)c(F)c(F)c(F)c3F)c3ccccc23)C(=O)N[C@H]1Cc1ccccc1 returned ZTA DNA inh 9, EBNA-1 inh 2, PREPL inhibitor -8, LYPLA2 inh -7, pPAFAH FP inh 2 and LYPLA1 inh -4.
COc1ccccc1C(=O)Nc1ccc(C(=O)Nc2ccccc2C(=O)O)cc1 was read as ZTA DNA inh 8, PAFAH1B2 inh -13, PAFAH2 inh -23, EBNA-1 inh 3, PREPL inhibitor -2, LYPLA2 inh -11, pPAFAH FP inh -13, PAFAH1B3 FP inh 1 and LYPLA1 inh -8.
`O=C1OC(C(=O)Nc2ccccc2)Cc2ccccc21` (stereo not given) gave ZTA DNA inh -3, PAFAH1B2 inh 2, PAFAH2 inh 49*, EBNA-1 inh -4, PREPL inhibitor 5, LYPLA2 inh -1, pPAFAH FP inh 25*, PAFAH1B3 FP inh 6 and LYPLA1 inh -1.
For COC(=O)c1[nH]c2ccc(Cl)cc2c1NC(=O)CCN1CCN(C2CCCCC2)CC1 the results were ZTA DNA inh 14, PAFAH1B2 inh -6, PAFAH2 inh 0, EBNA-1 inh -6, PREPL inhibitor 5, LYPLA2 inh -3, pPAFAH FP inh 3, PAFAH1B3 FP inh 5 and LYPLA1 inh -4.
COc1ccccc1/C=C/CN1CCN(Cc2ccc(F)cc2)C(CCO)C1 (stereo not given) was read as ZTA DNA inh -4, PAFAH1B2 inh 2, PAFAH2 inh 6, EBNA-1 inh -4, PREPL inhibitor 1, LYPLA2 inh -2, pPAFAH FP inh -4, PAFAH1B3 FP inh 1 and LYPLA1 inh 3.
Screening COc1ccc(NC(=O)c2ncn[nH]2)cc1 returned ZTA DNA inh 12, PAFAH1B2 inh -3, PAFAH2 inh -7, EBNA-1 inh -1, PREPL inhibitor 4, LYPLA2 inh 8, pPAFAH FP inh 5, PAFAH1B3 FP inh 1 and LYPLA1 inh 0.
Screening CCN(CC)CCNC(=O)C(=O)Nc1ccc2c(c1)N(S(=O)(=O)c1cccs1)CCC2 returned ZTA DNA inh 4, PAFAH1B2 inh 3, PAFAH2 inh 1, EBNA-1 inh -2, PREPL inhibitor 11, LYPLA2 inh -4, pPAFAH FP inh 2, PAFAH1B3 FP inh 6 and LYPLA1 inh 1.
Screening NS(=O)(=O)c1ccc(CNC(=O)CNC(=O)Cc2ccccc2)cc1 returned ZTA DNA inh -4, PAFAH1B2 inh -3, PAFAH2 inh 7, EBNA-1 inh -10, PREPL inhibitor 6, LYPLA2 inh -2, pPAFAH FP inh 0, PAFAH1B3 FP inh 7 and LYPLA1 inh -1.
`COC(=O)c1ccc(NC(=O)c2cccc(C)c2[N+](=O)[O-])cc1` gave ZTA DNA inh 5, PAFAH1B2 inh -8, PAFAH2 inh -3, EBNA-1 inh 7, PREPL inhibitor 3, LYPLA2 inh 2, pPAFAH FP inh 2, PAFAH1B3 FP inh 10 and LYPLA1 inh 2.
COC(=O)c1[nH]c2cccc(OC)c2c1NC(=O)CCN1CCC(C(N)=O)CC1 was read as ZTA DNA inh 1, EBNA-1 inh 8, PREPL inhibitor 2, LYPLA2 inh 11, pPAFAH FP inh -2 and LYPLA1 inh 8.
COc1cccc(CNC(=O)C2CCC(CNS(=O)(=O)c3cccc4cccnc34)CC2)c1 (stereo not given) was read as ZTA DNA inh -6, PAFAH1B2 inh 2, PAFAH2 inh 12, EBNA-1 inh -12, PREPL inhibitor 17, LYPLA2 inh 16, pPAFAH FP inh -5, PAFAH1B3 FP inh 0 and LYPLA1 inh 1.
Cc1ccc(C(C)C)c(Oc2cnccn2)c1 was read as ZTA DNA inh 1, PAFAH1B2 inh 6, PAFAH2 inh -1, EBNA-1 inh 6, PREPL inhibitor -7, LYPLA2 inh -4, pPAFAH FP inh 1, PAFAH1B3 FP inh 1 and LYPLA1 inh -3.
Cc1ccccc1NC(=O)CSc1nc2c(c(=O)n(C)c(=O)n2C)n1C was read as ZTA DNA inh -4, PAFAH1B2 inh 3, PAFAH2 inh 3, EBNA-1 inh 5, PREPL inhibitor 7, LYPLA2 inh 2, pPAFAH FP inh 4, PAFAH1B3 FP inh 10 and LYPLA1 inh 2.
For COc1ccc(OC)c(CNC(=O)C2CCN(S(C)(=O)=O)CC2)c1 the results were ZTA DNA inh -2, PAFAH1B2 inh 1, PAFAH2 inh -4, EBNA-1 inh 6, PREPL inhibitor -2, LYPLA2 inh 4, pPAFAH FP inh -1, PAFAH1B3 FP inh 9 and LYPLA1 inh 4.
Cn1c(Cn2cnc([N+](=O)[O-])n2)nnc1SCC(=O)Nc1ccccc1 was read as ZTA DNA inh -8, PAFAH1B2 inh 4, PAFAH2 inh -2, EBNA-1 inh -7, PREPL inhibitor 11, LYPLA2 inh 6, pPAFAH FP inh 1, PAFAH1B3 FP inh -5 and LYPLA1 inh 3.
Screening Cc1ccc(S(=O)(=O)N(C)C)cc1NC(=O)c1cc(-c2ccco2)nc2ccccc12 returned ZTA DNA inh -1, PAFAH1B2 inh -1, PAFAH2 inh -1, EBNA-1 inh -7, PREPL inhibitor 7, LYPLA2 inh -6, pPAFAH FP inh 2, PAFAH1B3 FP inh 8 and LYPLA1 inh -6.
For O=C1N/C(=N\N=C\c2cccs2)SC1Cc1ccc(Cl)cc1 (stereo not given) the results were ZTA DNA inh 9, PAFAH1B2 inh 6, PAFAH2 inh -4, EBNA-1 inh 7, PREPL inhibitor -6, LYPLA2 inh 7, pPAFAH FP inh 7, PAFAH1B3 FP inh 5 and LYPLA1 inh -1.
Screening CCOC(=O)N1CCN(S(=O)(=O)c2ccc(C(=O)N(CCCN(C)C)c3nc4ccc(CC)cc4s3)cc2)CC1 returned ZTA DNA inh -5, PAFAH1B2 inh 2, PAFAH2 inh -3, EBNA-1 inh 8, PREPL inhibitor 17, LYPLA2 inh 5, pPAFAH FP inh 4, PAFAH1B3 FP inh -4 and LYPLA1 inh 0.
For CCCC(=O)Nc1ccc2c(c1)Cc1ccccc1-2 the results were ZTA DNA inh -11, PAFAH1B2 inh 2, PAFAH2 inh 3, EBNA-1 inh -2, PREPL inhibitor 7, LYPLA2 inh 6, pPAFAH FP inh 5, PAFAH1B3 FP inh 10 and LYPLA1 inh 2.
Screening CC(C)(C)OC(=O)n1cc(/C=N/NC(=O)c2ccco2)c2ccccc21 returned ZTA DNA inh -5, PAFAH1B2 inh -5, PAFAH2 inh -3, EBNA-1 inh -5, PREPL inhibitor 5, LYPLA2 inh -5, pPAFAH FP inh 3, PAFAH1B3 FP inh 8 and LYPLA1 inh -5.
For COc1cccc(C(=O)OCCN2C(=O)c3ccccc3C2=O)c1OC the results were ZTA DNA inh 3, PAFAH1B2 inh 2, PAFAH2 inh 5, EBNA-1 inh -9, PREPL inhibitor -5, LYPLA2 inh -6, pPAFAH FP inh -1, PAFAH1B3 FP inh 0 and LYPLA1 inh -6.
`Cc1cccc(-n2ncc3c2CCCC3NC(=O)C2=CC(=O)CC(C)(C)O2)c1C` (stereo not given) gave ZTA DNA inh 7, PAFAH1B2 inh 2, PAFAH2 inh 1, EBNA-1 inh -3, PREPL inhibitor 1, LYPLA2 inh 4, pPAFAH FP inh 0, PAFAH1B3 FP inh 1 and LYPLA1 inh 2.
For CCSc1nnc(N2C(=O)CC(c3ccsc3)C3=C2CC(C)(C)CC3=O)s1 (stereo not given) the results were ZTA DNA inh -13, PAFAH1B2 inh -1, PAFAH2 inh 3, EBNA-1 inh -10, PREPL inhibitor -2, LYPLA2 inh -6, pPAFAH FP inh -1, PAFAH1B3 FP inh 1 and LYPLA1 inh -4.
`O=C(NCCC1=CCCCC1)C1CCN(C(=O)c2ccc(Br)cc2)CC1` gave ZTA DNA inh -10, PAFAH1B2 inh 7, PAFAH2 inh 7, EBNA-1 inh 6, PREPL inhibitor 9, LYPLA2 inh 17, pPAFAH FP inh 3, PAFAH1B3 FP inh 5 and LYPLA1 inh -2.
`COCCNC(=O)CN(Cc1ccc(Cl)cc1)S(C)(=O)=O` gave ZTA DNA inh 8, PAFAH1B2 inh 4, PAFAH2 inh -3, EBNA-1 inh 0, PREPL inhibitor 1, LYPLA2 inh 3, pPAFAH FP inh 5, PAFAH1B3 FP inh 7 and LYPLA1 inh 1.
Screening COc1cc(/C(C#N)=C/c2cccc3ccccc23)c([N+](=O)[O-])cc1OC returned ZTA DNA inh 13, PAFAH1B2 inh -5, PAFAH2 inh -7, EBNA-1 inh 0, PREPL inhibitor -5, LYPLA2 inh 2, pPAFAH FP inh 2, PAFAH1B3 FP inh 2 and LYPLA1 inh -1.
Screening Cc1ncc(S(=O)(=O)c2ccccc2)c(-c2ccccc2)n1 returned ZTA DNA inh 2, PAFAH1B2 inh 7, PAFAH2 inh 4, EBNA-1 inh -3, PREPL inhibitor 4, LYPLA2 inh 2, pPAFAH FP inh 2, PAFAH1B3 FP inh 6 and LYPLA1 inh 1.
Screening COc1ccccc1CN(Cc1nc2ccccc2c(=O)[nH]1)C(=O)Nc1cccc(C)c1 returned ZTA DNA inh 4, PAFAH1B2 inh 4, PAFAH2 inh 3, EBNA-1 inh -5, PREPL inhibitor 10, LYPLA2 inh -3, pPAFAH FP inh -1, PAFAH1B3 FP inh 2 and LYPLA1 inh -2.
`Cc1ccc2c(COC(=O)c3ccc(C)c(C)c3)cc(=O)oc2c1` gave ZTA DNA inh 17, PAFAH1B2 inh 3, PAFAH2 inh 3, EBNA-1 inh 6, PREPL inhibitor 7, LYPLA2 inh -1, pPAFAH FP inh -1, PAFAH1B3 FP inh 1 and LYPLA1 inh -5.
Screening Cc1ccc(C)c(SCC(=O)NC(=O)NCc2ccccc2)c1 returned ZTA DNA inh 17, PAFAH1B2 inh 5, PAFAH2 inh 10, EBNA-1 inh 4, PREPL inhibitor -11, LYPLA2 inh -1, pPAFAH FP inh 3, PAFAH1B3 FP inh 7 and LYPLA1 inh -1.
Cc1nn(-c2ccccc2)c(N)c1N=Nc1ccccc1 was read as ZTA DNA inh 5, PAFAH1B2 inh 4, PAFAH2 inh 6, EBNA-1 inh 8, PREPL inhibitor 19, LYPLA2 inh 0, pPAFAH FP inh 12, PAFAH1B3 FP inh 2 and LYPLA1 inh 3.
Screening CCC(=O)Nc1ccc(NC(=O)c2ccccc2)nc1 returned ZTA DNA inh 0, PAFAH1B2 inh -1, PAFAH2 inh -2, EBNA-1 inh 6, PREPL inhibitor 4, LYPLA2 inh 0, pPAFAH FP inh 3, PAFAH1B3 FP inh 4 and LYPLA1 inh 1.
Cc1sc2ncnc(NCc3ccccc3)c2c1C was read as ZTA DNA inh -6, PAFAH1B2 inh -1, PAFAH2 inh 4, EBNA-1 inh -7, PREPL inhibitor 2, LYPLA2 inh 4, pPAFAH FP inh 0, PAFAH1B3 FP inh -1 and LYPLA1 inh 2.
`O=C(O)c1cc(S(=O)(=O)N2CCCC2)ccc1Br` gave ZTA DNA inh -8, PAFAH1B2 inh 4, PAFAH2 inh 0, EBNA-1 inh 5, PREPL inhibitor 11, LYPLA2 inh 5, pPAFAH FP inh 5, PAFAH1B3 FP inh 5 and LYPLA1 inh -1.
CN(CCNC(=O)C1CCN(c2ncnc3c2nc2n3CCCCC2)CC1)Cc1ccccc1 was read as ZTA DNA inh -3, PAFAH1B2 inh -2, PAFAH2 inh -9, EBNA-1 inh -3, PREPL inhibitor 4, LYPLA2 inh 6, pPAFAH FP inh 6, PAFAH1B3 FP inh 4 and LYPLA1 inh -3.

An excerpt (hit frequency here may not be typical).
